High-throughput results: PubChem, several laboratories
Hck Nef HTS – blocks Nef-activated human Hck kinase; P08631; Recombinant Hck-YEEI plus Nef, Z-Lyte FRET kinase assay; AID 463187; inhibition, % at 20 µM; hit rate 0.68% among 220,000;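 active = Hck-Nef kinase inhibition above about 50%, limit read from the data; inactive = inhibition below that limit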;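 also: 0% = DMSO with Hck plus Nef and 100% = Hck alone without Nef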
Target sequence (P08631 whole entry, looked up): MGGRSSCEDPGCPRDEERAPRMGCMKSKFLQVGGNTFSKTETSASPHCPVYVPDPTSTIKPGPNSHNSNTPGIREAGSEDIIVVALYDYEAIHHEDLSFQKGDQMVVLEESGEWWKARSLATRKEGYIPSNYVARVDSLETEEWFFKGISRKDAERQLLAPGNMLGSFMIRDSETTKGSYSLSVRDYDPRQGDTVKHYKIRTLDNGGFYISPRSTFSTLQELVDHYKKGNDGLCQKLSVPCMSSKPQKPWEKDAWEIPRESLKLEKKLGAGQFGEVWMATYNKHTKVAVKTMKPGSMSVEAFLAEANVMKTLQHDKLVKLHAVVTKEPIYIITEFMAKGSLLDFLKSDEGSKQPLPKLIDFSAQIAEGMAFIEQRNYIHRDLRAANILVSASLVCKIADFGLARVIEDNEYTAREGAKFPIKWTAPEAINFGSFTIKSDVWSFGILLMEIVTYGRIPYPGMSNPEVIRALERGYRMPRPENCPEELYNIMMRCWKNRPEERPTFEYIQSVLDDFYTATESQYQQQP
EP2 mod – EP2 receptor (human) modulation. P43116. EP2-expressing cells, cAMP HTRF FRET, PGE2 co-stimulation. induction, % at 25 µM. hit rate 0.83% among 260,000;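 active = compounds whose cAMP rise, as percent of the full-agonist control response, exceeds 60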;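 also: rat C6 glioma line stably carrying human EP2 under a CMV promoter; the protocol text gives 20 µM as final concentration; 100% = response of wells given 1 µM PGE2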
zVAD death inh – L929 zVAD cell death inhibition | AID 1377 | viability rescue, % at 10 µM | L929 zVAD necroptosis rescue, ATP luminescence, 24 h; with zVAD 60 µM | hit rate 0.38% among 220,000;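 active = activation, scaled between plate controls, above about 75%, limit read from the data; inactive = activation under that limit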;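 also: 0% = zVAD with DMSO and 100% = DMSO alone without zVAD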
14-3-3 Bad inh – disrupts binding of bovine 14-3-3 zeta to phospho-Bad peptide | hit rate 0.71% among 220,000 | TR-FRET 14-3-3zeta/Dy647-pBad peptide displacement, 1 h | inhibition, % at 21.7 µM;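 active = inhibition above about 70%, limit read from the data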;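 also: 0% = full 14-3-3 plus peptide FRET controls and 100% = background without 14-3-3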
Rad51 HR inh – Rad51 (human) homologous recombination inhibition; hit rate 0.085% among 200,000; hRad51 DNA strand exchange, fluorescence dequenching; inhibition, % at 10 µM; Q06609;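 active = inhibition above 40% at the single screening dose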;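 also: 0% = DMSO control wells and 100% = blanks with heterologous ssDNA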
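material = hRad51 filaments on single-stranded DNA | reagent = Donor/quencher-labelled 47-bp dsDNA substrate | compound = 10 µM final, single point | schedule = strand-exchange reaction 15 min at room temperature | measured by = fluorescein emission 520 nm, excitation 485 nm | read-out basis = % inhibition versus plate control and blank means | benchmarks = plate controls and plate blanks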
EP2 antag – EP2 receptor (human) inhibition. inhibition, % at 25 µM. hit rate 0.52% among 260,000. C6 glioma cells expressing human EP2, cAMP TR-FRET; cells stimulated with saturating PGE2. AID 1422;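 active = percent inhibition above 40 after rounding to a whole number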;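 also: rat C6 glioma host cells with rolipram phosphodiesterase inhibitor present; the protocol text gives 20 µM as final concentration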
eIF4E 4G PPI – blocks eIF4E binding to eIF4G | P63073+Q04637 | TR-FRET eIF4E-eIF4GI(517-606) binding, 2 h | inhibition, % at 21.7 µM | hit rate 0.37% among 220,000;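 active = inhibition above about 30%, limit read from the data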;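 also: 0% = full FRET control wells and 100% = background wells lacking eIF4GI fragment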
m-calpain inh – blocks pig calpain II enzyme activity; inhibition, % at 16 µM; AID 1236; purified calpain II, fluorogenic peptide substrate, 30 min; hit rate 0.37% among 220,000;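 active = inhibition above about 50%, limit read from the data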
TbHK1 inh – blocks Trypanosoma brucei hexokinase 1 activity. recombinant TbHK1, G6PDH-coupled NADH A340. inhibition, % at 10 µM. hit rate 0.11% among 220,000. AID 1430;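 active = inhibition of 50% or more in the single-dose primary screen; inactive = inhibition below 50%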
* hit, by the source's call; . = no result given; & = joins results of further samples; [ ] = remark or other dose. These rows are one share of the data. The share of hits here may be higher or lower than overall.

Molecule,Hck Nef HTS,EP2 mod,zVAD death inh,14-3-3 Bad inh,Rad51 HR inh,EP2 antag,eIF4E 4G PPI,m-calpain inh,TbHK1 inh
Cc1ccc(NC(=O)c2cc3c(=O)oc4ccccc4c3s2)nc1,14,-15,0.7,64,4,10,4,10,-17
Cc1ccc(Cn2c(SCc3cccnc3)nc3c2c(=O)n(C)c(=O)n3C)cc1,1,42&23,-0.1,0,6,11&6,-2,-10,-8
Cc1cc(Oc2ccc(Cl)cc2)nc(-c2ccccn2)n1,38,-41,-0.7,-4,17,9,1,-20,7
O=C(Nc1ccc2c(c1)OCO2)c1ccc2c(c1)OCO2,3,-3,0.4,-7,-7,2,4,13,-6
COc1cc(CNCCN2CCOCC2)ccc1OCc1c(Cl)cccc1Cl,-1,-2,-0.9,25,-12,11,1,12,9
O=[N+]([O-])c1ccc(N/N=C/c2cn(-c3ccccc3)nc2-c2ccccc2)cc1,2,-19,1.0,8,-62,22,-9,25,-12
CC1CCCN(CC(O)COc2ccc(Cl)cc2)C1 (stereo not given),-2,-15,-0.7,-1,6,2,-10,-9,7
Cc1cccc(NCc2ccccc2O)c1C,0,35,0.8,-7,4,11,4,10,3
CC(=O)Nc1ccc(/C=N/N2CCCCC2)cc1,17,-24,1.9,-9,-5,4,1,0,-2
Cc1ccccc1C1C(C#N)=C2N=C(N)c3c(sc4c3CCCCC4)N2C2=C1C(=O)CCC2 (stereo not given),3,3,-0.1,-16,-18,16,-21,-130,9
O=C1C2C(C(=O)N1Cc1ccco1)C1C=CC2C12CC2 (stereo not given),1,9,-0.2,8,2,7,-1,9,0
COC(=O)c1oc2ccccc2c1NC(=O)c1ccccc1O,-13,-39,3.1,-2,-1,20,-1,-14,-9
C/C(=N\O)c1ccc2[nH]ccc2c1,0,-14,0.6,10,1,7,-8,16,3
O=C(CC(c1ccccc1)c1ccco1)N1CCCCC1 (stereo not given),13,12,0.7,-3,1,9,1,-15,-2
OCC1OC(n2cnc3ccccc32)CC1O (stereo not given),14,9,-0.2,1,.,0,-9,9,-6
COc1ccc(C(=O)N/N=C(\Cc2ncc[nH]2)c2ccccc2)cc1,29,-2,27,-10,-2,3,-3,21,-3
N#CC(C#N)=C1C=CC=CN1/C(=C\c1ccccc1Cl)C(=O)c1ccccc1,17,-30,.,18,.,24,5,-86,-15
O=C(CNC(=O)c1cccc(F)c1)N/N=C/c1ccc([N+](=O)[O-])s1,0,-15,13,-10,30,4,0,8,-8
CCc1nc2ccccc2n1CC(=O)Nc1cc(C)on1,21,16,1.7,-11,-4,2,6,3,-3
C=CCNS(=O)(=O)c1ccc(OC)c(C)c1,-2,7,0.0,11,0,16,-3,-18,5
Cc1noc(C)c1COC(=O)Cc1ccc(Cl)c(Cl)c1,2,16,-0.2,-5,.,.,-3,25,4
COc1ccc2cc(/C=N/NC(=O)c3ccc(CN(c4cccc(Cl)c4Cl)S(C)(=O)=O)cc3)c(Cl)nc2c1,4,-13,.,-37[fluorescence artefact?],.,7,-6,-147,-24

Sorted by value in Hck Nef HTS (ascending): some entries from above
Structure,Hck Nef HTS
Cc1cccc(NCc2ccccc2O)c1C,0
COc1ccc2cc(/C=N/NC(=O)c3ccc(CN(c4cccc(Cl)c4Cl)S(C)(=O)=O)cc3)c(Cl)nc2c1,4
CC(=O)Nc1ccc(/C=N/N2CCCCC2)cc1,17

Some of the entries so far, with two lines to a compound.
Second line of a record: Hck Nef HTS	EP2 mod	zVAD death inh	14-3-3 Bad inh	Rad51 HR inh	EP2 antag	eIF4E 4G PPI	m-calpain inh	TbHK1 inh
- COC(=O)c1oc2ccccc2c1NC(=O)c1ccccc1O
  -13	-39	3.1	-2	-1	20	-1	-14	-9
- CCc1nc2ccccc2n1CC(=O)Nc1cc(C)on1
  21	16	1.7	-11	-4	2	6	3	-3

Entries of single compounds, quoted from the list:
`COc1ccc2cc(/C=N/NC(=O)c3ccc(CN(c4cccc(Cl)c4Cl)S(C)(=O)=O)cc3)c(Cl)nc2c1` is listed as Hck Nef HTS = 4; EP2 mod = -13; zVAD death inh = .; 14-3-3 Bad inh = -37[fluorescence artefact?]; Rad51 HR inh = .; EP2 antag = 7; eIF4E 4G PPI = -6; m-calpain inh = -147; TbHK1 inh = -24
`N#CC(C#N)=C1C=CC=CN1/C(=C\c1ccccc1Cl)C(=O)c1ccccc1` is listed as Hck Nef HTS = 17; EP2 mod = -30; zVAD death inh = .; 14-3-3 Bad inh = 18; Rad51 HR inh = .; EP2 antag = 24; eIF4E 4G PPI = 5; m-calpain inh = -86; TbHK1 inh = -15
